UbGFP stabilizer: ubiquitin-GFP accumulation via proteasome inhibition; 67,000 tested, under 10 active; AID 526; Potency, µM (highest dose often 45.9 µM), for inactives: top-dose activation (GFP accumulation), most hits filed as activators; Ubiquitin-GFP reporter cells, proteasome inhibition, GFP fluorescence; response scale: untreated = 0%, 10 µM MG-132 = 100%; active means well fitted activation curve with a large enough effect, not every such curve was filed as active; inconclusive means small, poorly fitted or top-dose-only effect, or another doubt; inactive means no such curve, though single readings can be large or run the other way; further: potency means the concentration at half of the fitted maximal effect
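U2OS Ub(G76V)-GFP reporter; O/N plating, 0.5% FBS; cpd 46 uM–2.9 nM, 4 h, 37 °C; GFP+ cell count, 488/515 nm; norm. to basal vs 10 uM MG-132; CRC fit.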
BRCT PPI red: inhibitors of human BRCA1 BRCT-phosphoprotein interaction (red fluorophore); P38398; BRCT-phosphopeptide binding, red fluorescence polarization; Potency, µM (top dose mostly 76.9 µM), inactives show top-dose activity change, negative = inhibition, most hits filed as inhibitors; hit rate 0.03% among 75,000; AID 892; further: on the % scale 0 is the no-effect control and ±100 the full control effect
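Fluorescence polarization: 100 nM His-tagged BRCA1 BRCT with 100 nM TAMRA-labelled phospho-BACH1 decapeptide, phosphate buffer pH 7.3 with 150 mM NaCl, DTT, 0.01% Tween 20; 12 min RT. Binding inhibition seen as FP decrease.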
Hsp90 Hop PPI: changes Hsp90-Hop TPR2A binding signal, up or down; AID 595; Potency, µM (highest dose often 57 µM), for inactives: top-dose activity change, negative = inhibition; AlphaScreen TPR2A-His6 binding biotin-Hsp90 C-terminal peptide; hit rate 0.44% among 71,000; active means well fitted curve in either direction with a large enough effect; inconclusive means small, poorly fitted or top-dose-only effect, or another doubt; further: potency means the concentration at half of the fitted maximal effect; on the % scale 0 is the no-effect control and ±100 the full control effect; many of its hits are not listed in these tables
GFP derepression: epigenetic modulators derepressing GFP locus in mouse cells; mouse C127i GFP locus derepression, cytometry, 30 h; hit rate 0.09% among 68,000; Potency, µM (top dose mostly 46.1 µM), inactives show at the highest dose GFP derepression (activation); AID 597; further: % of control where 0% means no effect
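Locus derepression in mouse mammary C127i cells whose integrated CMV-GFP reporter is normally silent; GFP expression after 30 h compound treatment was quantified by counting fluorescent cells.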
BRCT inh green: BRCA1 BRCT-phosphoprotein interaction inhibition | Potency, µM (series often up to 76.9 µM), for inactives: at the highest dose activity change, negative = inhibition, actives largely listed as inhibitors | P38398 | BRCA1 BRCT-phosphopeptide binding, green fluorescence polarization | hit rate 0.05% among 75,000;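 further: potency means the concentration at half of the fitted maximal effect; plate controls were peptide without protein for full effect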
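Fluorescence polarization: His-tagged BRCT (~35 kDa BRCA1 C-terminus, 250 nM) bound to 100 nM fluorescein-labeled phosphorylated 10-aa BACH1 peptide, pH 7.3 phosphate buffer with DTT and Tween 20. Compounds incubated 12 min at room temperature; inhibition read as lowered polarization.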
CRE-bla Fsk: alters forskolin-stimulated CRE reporter signaling in CHO cells; CHO CRE-bla reporter (cAMP response element driving beta-lactamase), forskolin EC10, beta-lactamase ratio; Potency, µM (series often up to 38.2 µM), without a hit: at the top dose activity change, negative = inhibition, hits mostly activators; hit rate 2.5% among 71,000; active means well fitted activation curve with a large enough effect in the signal ratio, with a control signal flat, not every such curve was filed as active; inconclusive means small, poorly fitted or top-dose-only effect, or effect the other way, or a change in a side signal; the % refers to the signal ratio; further: potency means the concentration at half of the fitted maximal effect; % of control where 0% means no effect
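Cells were plated overnight at 37 °C, exposed to compound titrations plus EC10 NKH 477 for 3 h, then given CCF4 dye for 2 h at room temperature. Blue/green (460/530 nm) ratio was converted to %Activity and AC50 values calculated.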
Pol III holo inh: blocks replication by bacterial DNA polymerase III holoenzyme; reconstituted DNA polymerase III holoenzyme replication, biochemical; Potency, µM (top dose mostly 57.1 µM), inactives show at the top dose activity change, negative = inhibition; hit rate 0.25% among 71,000; further: potency means the concentration at half of the fitted maximal effect; on the % scale 0 is the no-effect control and ±100 the full control effect
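Reconstituted *E. coli* holoenzyme (0.35 nM Pol III, 1 nM beta, 154 nM SSB, 2 nM primase) was preincubated with compound for 15 min at RT. Synthesis on 1.4 nM ssM13Gori ran 35 min, then was stopped with PicoGreen/EDTA and read as dsDNA fluorescence.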
A350 autofl: A350 region autofluorescence. Compound autofluorescence, 340/450 nm, Alexa 350 dye-equivalents; active compounds read high. max dye-equivalent concentration, M. hit rate 11% among 59,000; in the data active means max dye-equivalent concentration above about 10 nM; inconclusive means mostly about 1.1 nM to 9.6 nM
HBB splicing: hemoglobin beta splicing modulation. hit rate 0.06% among 65,000. HBB splicing reporter cell assay, activation; EGFP reporter with mutant IVS2-654 intron; response scale: normalised to 500 nM splice-correcting PNA. AID 925. Potency, µM (highest dose often 46.1 µM), without a hit: top-dose activation, most hits filed as activators; further: potency means the concentration at half of the fitted maximal effect; 0% is about no effect
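Compounds were applied for 2 days to HeLa EGFP-654 cells, 500/well in Optimem with 2% FCS. The reporter's EGFP is disrupted by mis-splicing of beta-globin intron IVS2-654. Readout: summed well GFP fluorescence from 488 nm laser scanning; reference was 500 nM antisense […] 654 PNA.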
ALOX15 inhib: blocks human 15-lipoxygenase activity. hit rate 1.4% among 74,000. purified 15hLO-1, xylenol orange hydroperoxide absorbance. P16050. Potency, µM (top dose mostly 57.1 µM), for the others: at the top dose activity change, negative = inhibition, hits mostly inhibitors; further: potency means the concentration at half of the fitted maximal effect; on the % scale 0 is the no-effect control and ±100 the full control effect; nearly all actives have a fitted effect of over 55% in size
Target sequence (P16050 whole entry, looked up): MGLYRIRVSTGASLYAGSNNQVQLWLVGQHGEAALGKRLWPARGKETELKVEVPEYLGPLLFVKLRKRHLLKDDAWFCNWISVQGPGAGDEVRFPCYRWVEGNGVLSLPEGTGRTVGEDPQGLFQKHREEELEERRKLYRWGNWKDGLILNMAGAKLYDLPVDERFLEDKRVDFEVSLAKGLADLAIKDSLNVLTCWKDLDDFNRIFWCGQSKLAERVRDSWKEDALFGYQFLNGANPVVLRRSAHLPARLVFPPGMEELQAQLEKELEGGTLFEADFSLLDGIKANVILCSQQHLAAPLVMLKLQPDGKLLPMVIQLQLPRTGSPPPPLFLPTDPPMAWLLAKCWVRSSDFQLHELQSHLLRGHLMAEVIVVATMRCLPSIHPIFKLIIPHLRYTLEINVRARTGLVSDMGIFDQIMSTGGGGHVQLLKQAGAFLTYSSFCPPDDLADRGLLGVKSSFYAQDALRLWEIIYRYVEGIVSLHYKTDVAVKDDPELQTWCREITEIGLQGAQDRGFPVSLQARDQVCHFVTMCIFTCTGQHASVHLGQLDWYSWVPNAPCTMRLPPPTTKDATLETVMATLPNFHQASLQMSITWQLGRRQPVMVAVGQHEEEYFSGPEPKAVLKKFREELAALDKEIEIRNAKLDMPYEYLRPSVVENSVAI
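Readout: Fe(III)-xylenol orange absorbance, 573-to-405 nm ratio as reaction progress. Enzyme 40 nM purified human 15hLO-1, substrate 50 uM arachidonic acid, 6 min RT after 15 min compound preincubation; Hepes pH 7.5 buffer with Triton X-100.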
4-MU autofl: 4-MU region autofluorescence. compound autofluorescence, 340/450 nm, 4-MU equivalents; active compounds read high. max dye-equivalent concentration, M. hit rate 11% among 59,000; in the data active means max dye-equivalent concentration above about 10 nM; inconclusive means mostly about 1.1 nM to 9.6 nM
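Compounds in 100 mM Tris, pH 8.0, sat 15 min at room temperature before fluorescence was read at 340 nm excitation/450 nm emission; a per-plate six-point 4-MU standard curve converted signals to dye-equivalent concentration at each compound concentration.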
Active calls of the source: *; i = inactive; ? = inconclusive; nt = no result given; [ ] = dose if it differs, or a comment. Unless noted, the call rests on the fitted dose curve; in most records, active means well fitted curve in the direction sought with a large enough effect; inconclusive means small, poorly fitted or top-dose-only effect, or another doubt; inactive means no such curve, though single readings can be large; an effect the other way counts as inactive or inconclusive. Rows are unselected; overall some 12% were active at least once.

SMILES | UbGFP stabilizer | BRCT PPI red | Hsp90 Hop PPI | GFP derepression | BRCT inh green | CRE-bla Fsk | Pol III holo inh | A350 autofl | HBB splicing | ALOX15 inhib | 4-MU autofl
CC1(C)CC(CCC(=O)Nc2ccccc2Cl)C(=O)O1 (configuration not stated) | 1% | 0.2% | -1% | 3% | -0.8% | -3% | -3% | i | -0.5% | -1% | i
Cc1noc(/C=C/N(C)C)c1S(=O)(=O)N1CCCC(C(=O)Nc2ccc3c(c2)OCO3)C1 (configuration not stated) | 16% | 0.2% | -22% | 2% | -1.3% | -7% | -4% | nt | 1.0% | -19% | nt
Cn1c(SCC(=O)c2ccccc2)nnc1-c1cnccn1 | -8% | 0.4% | -1% | -6% | 0.8% | -5% | 6% | i | nt | 7% | i
COc1cc2c(=O)n(Cc3ccccc3)c(=O)n(CC(=O)C(C)(C)C)c2cc1OC | -1% | 0.5% | 0% | 1% | -1.0% | -10% | -2% | i | -3.5% | 6% | i
CC(=O)O[C@]12CC[N@+]3(C)CCCC[C@@H]3[C-]1Nc1ccccc12 | 5%[9.17 µM] | 1.2%[15.4 µM] | -2%[11 µM] | 0%[9.22 µM] | -2.5%[15.4 µM] | -15%[7.6 µM] | -7%[11.4 µM] | i | 3.7%[9.22 µM] | 3%[11.4 µM] | i
COC(=O)c1ccccc1NC(=O)C1CCCN(S(=O)(=O)c2ccccc2)C1 (configuration not stated) | -1% | -0.8% | 3% | -2% | 0.0% | 15% | 1% | i | -0.7% | -1% | i
COc1ccc(NC(=O)CN(c2ccc(C(C)C)cc2)S(=O)(=O)c2c(C)noc2C)cc1OC | 2% | -0.8% | -1% | -5% | -3.4% | -2% | -3% | nt | -0.1% | 6% | nt
O=C(Cc1cc(=O)[nH]c(=O)[nH]1)N1CCN(C(=O)c2ccco2)CC1 | 4% | -0.7% | 2% | nt | 0.2% | -9% | -6% | nt | 0.3% | 1% | nt
Cn1c(C(=O)N2CCN(C3CCCCC3)CC2)cc2c(=O)n(C)c3ccccc3c21 | -15% | 0.1% | -4%[2.3 µM] | nt | 3.9% | 4% | -1% | nt | -0.4% | 2% | nt
COc1cc2c(=O)nc3n(c2cc1OC)C(c1ccccc1)N=C(N)N3 (configuration not stated) | nt | 0.9% | -4% | -2% | -2.4% | 22% | -3% | 1.4e-08M* | 5.2%[0.369 µM] | 3% | 1.2e-08M*
O=S(=O)(Nc1ccc(S(=O)(=O)N2CCCCC2)cc1)c1cccs1 | 0% | -1.2% | -4% | 6% | -1.8% | 0% | -2% | i | 0.3% | -1% | i
Cn1c(CCN2CCCCC2)nc2cc(NC(=O)Nc3ccccc3)ccc21 | 2% | -0.2% | 0% | 6% | 0.0% | -2% | -3% | i | 0.2%[57.5 µM] | 0% | i
Cc1cc(C)nc(N2CCC(C(=O)Nc3nnc(C)s3)CC2)n1 | -4% | -0.3% | -2% | 1% | -3.8% | 2% | -6% | i | nt | 1% | i
CCN(CC)S(=O)(=O)c1ccc(C(=O)C(C#N)c2ccccn2)cc1 (configuration not stated) | -5% | 0.1% | -4% | 1% | -3.0% | 5% | -5% | 1.9e-08M* | -0.2%[57.5 µM] | -3% | 1.8e-08M*
Cn1ccnc1Sc1nc2ccccc2nc1NS(=O)(=O)c1ccccc1 | 0% | -0.3% | -1% | 0% | -3.2% | ? | -1% | 1.5e-08M* | -1.5% | 5% | 1.1e-08M*
Cc1ccnc(NC(=O)CSc2cc(=O)n(C)c3ccccc23)c1 | 5% | 0.6% | -6% | -2% | -0.9% | 5% | 4% | i | 10% | 5% | i
CCOC(=O)C1CCCN(C(=O)c2ccccc2SCCOC)C1 (configuration not stated) | -10% | -1.0% | -4% | 1% | 0.5% | 5% | -1% | 1.2e-08M* | -1.4% | 5% | ?
Cc1ccc(-c2nc(C3CCCN(S(=O)(=O)c4ccc(C)cc4)C3)no2)cc1 (configuration not stated) | -4% | -1.1% | ? | 0% | -4.3% | ? | 8% | nt | -0.9% | -1% | nt
COCC(=O)NC1CCN(S(=O)(=O)c2ccc(C(=O)O)cc2)CC1 | 0% | 0.8% | 1% | 0% | 0.3% | 3% | 2% | i | nt | 9% | i
CCOC(=O)CSc1nc(N)c(C#N)c(CC(C)C)c1C#N | -2% | -1.1% | 79% | -3% | -2.6% | ? | -3% | i | nt | 3% | i
COc1cccc(NC(=O)CSc2nc(N)cc(N)n2)c1 | 0% | 0.2% | -4% | 0% | -1.2% | -2% | -6% | i | -1.2% | 5% | i
CCOC(=O)N1CC=C2C(C#N)=C(N)C(C#N)(C#N)[C@H](c3ccc(OC(C)C)c(OCC)c3)[C@H]2C1 | nt | 0.7% | -4% | 0% | 4.6% | ? | -4% | ? | -1.5%[0.369 µM] | ? | ?
O=C(NCCN1C(=O)C2C3C=CC(C3)C2C1=O)N1CCCCC1 (configuration not stated) | 3% | 0.4% | -2%[2.3 µM] | nt | -2.8% | -1% | -5% | nt | -0.4% | 3% | nt
NC1=NC(c2cccc(O)c2)n2c(nc3ccccc32)N1 (configuration not stated) | 1% | 0.3% | -1% | 0% | -1.5% | -2% | -6% | i | -4.8% | 8% | i
COc1cc(CNCCO)ccc1OCC(=O)Nc1ccc(Br)cc1 | -3% | 0.5% | 0% | 3% | -4.7% | 4% | -4% | ? | -2.3% | -13% | ?

More entries:
SMILES | UbGFP stabilizer | BRCT PPI red | Hsp90 Hop PPI | GFP derepression | BRCT inh green | CRE-bla Fsk | Pol III holo inh | A350 autofl | HBB splicing | ALOX15 inhib | 4-MU autofl
COc1ccc(S(=O)(=O)N2CCCN(S(=O)(=O)c3ccc(OC)cc3C)CC2)c(C)c1 | 15%[9.17 µM] | -3.6% | 2%[11 µM] | 0% | -1.5% | ? | 2%[11.4 µM] | nt | 1.0%[0.0738 µM] | 1%[11.4 µM] | nt
CN(C)CCCN1c2ccccc2C(C)(C)c2ccccc21 | 2%[9.17 µM] | 1.6%[15.4 µM] | 0%[11 µM] | 13%[9.22 µM] | -1.3%[15.4 µM] | -6%[7.6 µM] | -4%[11.4 µM] | i | -3.1%[9.22 µM] | -3%[11.4 µM] | i
CCC(C)(c1ccc(C(=O)OC)s1)c1ccc(C(=O)OC)s1 | -10% | 0.8% | ? | 2% | 2.3% | 4% | -6% | nt | 0.7%[9.22 µM] | -18% | nt
COC(=O)CCSCc1cn2cc(Cl)ccc2n1 | 4% | 0.0% | -7% | 0% | -1.5% | ? | -6% | i | 0.1%[57.5 µM] | 5% | i
O=C(c1cccc(-n2cnnn2)c1)N1CCOCC1 | 3% | -0.1% | 2% | -3% | -0.3% | -6% | -11% | i | -1.2% | 16% | i
O=C(O)c1cccc(S(=O)(=O)N2Cc3ccccc3C2)c1 | 7% | 1.2% | 1% | 2% | -1.6% | 1% | -7% | i | -0.2%[57.5 µM] | 9% | i
CCCS(=O)(=O)Nc1c(C(=O)O)[nH]c2ccccc12 | 15% | -0.1% | -9% | 3% | -0.7% | -11% | -3% | i | -1.2% | -1% | i
CCOC(=O)C1CCN(C(=O)COc2ccc(Cl)cc2Cl)CC1 | 1% | 0.8% | -1% | 0% | -1.0% | 2% | -8% | i | 0.7%[57.5 µM] | 2% | i
COC(=O)c1[nH]c2cc(C)ccc2c1NC(=O)CN1CCCc2ccccc21 | 4% | 1.8% | -14% | 6% | 2.9% | ? | -8% | i | 1.2%[1.84 µM] | -27% | i
O=C(Nc1ccccc1C(F)(F)F)c1cc(-c2cccc(O)c2)on1 | 2% | 1.3% | -7% | 0% | -2.9% | ? | -5% | i | 0.6% | 0% | i
COc1ccc(NC(=O)CC2C(=O)N(c3ccc(OC)cc3)C(=O)N2CCN2CCN(C)CC2)cc1 (configuration not stated) | 3% | -0.4% | -12% | 2% | -0.9% | 3% | 1% | i | 3.8% | -1% | i
NC(=O)c1cnn(Cc2ccc(Cl)cc2)c1N | -6% | 2.4% | 1% | -4% | -1.1% | -2% | -4% | i | -0.1% | 1% | i
O=C(Cn1cnc2c(oc3ccccc32)c1=O)N1CCN(c2ccccc2)CC1 | -7% | -0.6% | -3% | 2% | 0.9% | -5% | -5% | ? | 0.5%[0.369 µM] | 7% | ?
Cc1ccc(-c2c(C)n([O-])c3c([n+]2=O)CCCCC3)o1 | 13% | 0.1% | -1% | 1% | -6.6% | 6% | 0% | nt | -0.3%[9.22 µM] | 9% | nt
O=C(NCC(c1cccnc1)N1CCOCC1)c1cccs1 (configuration not stated) | -13% | 0.0% | -1% | 0% | 0.1% | 3% | -5% | i | -1.1% | 6% | i
